APJ agonist: APJ receptor agonism; CHO-K1 APJ PathHunter beta-arrestin, luminescence; 0% DMSO wells, 100% apelin; AID 2520; 330,000 tested, 0.11% active; P35414; activation, % at 20 µM;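 active = activation more than six SD over the plate average, tested at 20 µM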;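 also: 0% = DMSO alone and 100% = apelin-13 at 10 nM; some results filed as inactive read as strong as hits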
Target sequence (P35414 whole entry, looked up): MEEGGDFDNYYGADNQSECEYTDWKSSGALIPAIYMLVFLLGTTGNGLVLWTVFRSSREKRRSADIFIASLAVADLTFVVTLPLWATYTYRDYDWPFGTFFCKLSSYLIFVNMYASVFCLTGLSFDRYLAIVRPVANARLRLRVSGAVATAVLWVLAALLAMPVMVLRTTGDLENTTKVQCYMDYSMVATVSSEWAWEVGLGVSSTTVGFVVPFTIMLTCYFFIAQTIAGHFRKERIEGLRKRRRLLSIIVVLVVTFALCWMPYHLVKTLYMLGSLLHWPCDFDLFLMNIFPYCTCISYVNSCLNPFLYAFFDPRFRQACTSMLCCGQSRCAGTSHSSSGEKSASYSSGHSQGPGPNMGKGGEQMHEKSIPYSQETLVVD
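Test system: CHO-K1 APJ beta-arrestin complementation cell line. Amount: cell density 1000 per well. Controls: DMSO negative, 10 nM Apelin-13 positive. Signal: luminescent beta-gal fragment complementation, chemiluminescent substrate. Read-out basis: agonist-driven arrestin binding to APJ. Timing: compound stimulation 90 min at 25 °C, detection 60 min.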
Jurkat NFkB inh: inhibitors of the PMA/ionomycin-induced NF-kB reporter in Jurkat cells. AID 435003. inhibition, % at 4 µM. PMA/ionomycin-induced NF-kB luciferase reporter, luminescence. 330,000 tested, 0.53% active; in the data active = inhibition above about 50%
Mdm2 MdmX PPI: inhibitors of human Mdm2/MdmX interaction; AID 485346; SaOS-2 split-luciferase Mdm2/MdmX complementation, luminescence; inhibition, % at 8 µM; 330,000 tested, 3% active;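 active = inhibition of at least 50% at 8 µM in the primary screen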
697 NFkB inh: inhibitors of the PMA/ionomycin-induced NF-kB reporter in 697 B cells; 697 B-cell NF-kB luciferase reporter, 16 h; 330,000 tested, 0.33% active; inhibition, % at 4 µM; AID 435022; in the data active = inhibition above about 35%
CHOP UPR activ: apoptotic UPR (CHOP) activation. CHO-CHOP luciferase reporter, luminescence; percent of tunicamycin response over DMSO baseline. activation, % at 10 µM. 330,000 tested, 0.34% active. AID 449763;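 active = at 10 µM dose, activation of 40% or more, normalized to positive control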;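 also: 100% = tunicamycin at 10 µg/mL and 0% = DMSO alone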
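Test system: CHO-CHOP cells, stable luciferase reporter of PERK-eIF2a-CHOP signalling | Quantity: 500 CHO-CHOP cells per well | Buffer or medium: F12 plus 10% serum | Compound dosing: 10 µM single point, 0.5% DMSO | Schedule: 6 h compound treatment, 37 °C | Signal: Luciferase luminescence | Control set: Tunicamycin high control, DMSO low control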
APJ antagonist: blocks the human apelin receptor APJ | P35414 | CHO-K1 APJ beta-arrestin complementation, luminescence | inhibition, % at 20 µM | 330,000 tested, 0.32% active | AID 2521;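 active = inhibition above about 40% at 20 µM, limit read from the data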;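 also: cells challenged with 10 nM apelin-13 agonist together with compound; plate controls were apelin-13 plus DMSO wells for no effect and DMSO wells lacking apelin-13 for full effect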
tim23-1 inh: inhibits growth of tim23-1 mutant yeast | S. cerevisiae tim23-1 growth, BacTiter-Glo luminescence, 24 h | inhibition, % at 20 µM | 330,000 tested, 1.3% active | AID 463212;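 active = growth inhibition of the mutant yeast at or above 50%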;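 also: temperature-sensitive mutant grown at 25 °C; plate controls were DMSO-treated mutant yeast for no effect and medium wells lacking yeast for full effect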
UPR XBP1 act: activators of adaptive arm of unfolded protein response (XBP1); CHO-XBP1 luciferase reporter, IRE1-XBP1 UPR activation, luminescence; percent of tunicamycin response, DMSO as zero; AID 463104; 330,000 tested, 0.33% active; activation, % at 20 µM;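 active = versus positive control, 20 µM dose yields 30% or more activation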;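 also: 100% = tunicamycin at 10 µg/mL and 0% = DMSO only wells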
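Signal: luciferase luminescence; Assay system: CHO-XBP1 luciferase reporter cells; Amount: one thousand reporter cells per well; Dosing: 20 µM single concentration, DMSO 1%; Benchmarks: high control tunicamycin 10 µg/mL final, low control DMSO vehicle only; Schedule: 6 h compound exposure at 37 °C, 5% CO2; Evaluation: percent activation relative to tunicamycin reference.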
Starred values were filed as active, the others as inactive.

SMILES	APJ agonist	Jurkat NFkB inh	Mdm2 MdmX PPI	697 NFkB inh	CHOP UPR activ	APJ antagonist	tim23-1 inh	UPR XBP1 act
O=C(O)C1CC=CCC1C(=O)Nc1ccccc1C(=O)N1CCN(c2ccc(F)cc2)CC1 (stereo not given)	0	9	6	14	30	4	10	-2
COCCOC(=O)C1=C(C)NC2=C(C(=O)CC(C)(C)C2)C1c1ccc(N(C)C)cc1 (stereo not given)	2	2	1	26	-2.7	5	6	-4
O=C(O)CC/C(=N\NC(=O)CNC(=O)c1ccc(F)cc1)c1ccccc1	-2	-9	-11	-12	-0.1	-10	-2	0
Cc1ccc(S(=O)(=O)N2CCN(c3ncnc4scc(-c5ccccc5)c34)CC2)cc1	-2	-6	-10	-33	4.5	-14	31	1
CCOc1ccccc1N	-2	1	13	2	1.2	-6	-3	-2
Cc1ccc(OCC(=O)NC2CCCc3ccccc32)c(C)c1 (stereo not given)	-4	-9	-17	-4	1.3	1	20	0
O=C(Nc1ccccc1)N1CCN(C(=O)Nc2ccccc2)CC1	-1	14	-43	9	1.9	-4	12	0
Cn1c(SCC(=O)Nc2ccc(N3CCOCC3)cc2)nnc1C(F)(F)F	-1	-12	17	2	-0.1	-9	5	-4
O=C1NCCn2nc3ccccc3c21	-1	9	16	13	0.2	9	2	0
CCOC(=O)C1=C(COC(=O)/C=C/c2ccc(OC)c(OC)c2)NC(=O)NC1C (stereo not given)	1	-4	16	-27	-0.4	-17	10	3
Cc1nc2nc(-c3cccnc3)[nH]n2c(=O)c1C	-3	2	1	-3	0.0	-6	5	4
CCc1ccc(N2CC(C(=O)Nc3ccc4c(c3)OCCO4)CC2=O)cc1 (stereo not given)	-2	17	39	-3	-2.9	4	33	-6
Cc1nc2cc(NCc3cccs3)ccc2n1C	-2	-88	-27	-38	0.0	1	13	-1
Cc1ccc(S(=O)(=O)N2C(=O)/C(=C3\SC(=S)NC3=O)c3ccccc32)cc1	-3	8	51*	13	-0.3	6	-2	-1
Cc1ccc2c(CNCc3ccco3)cc(=O)oc2c1	-5	-58	-19	-24	4.0	9	13	1
CCCN1C2=NCCN2c2cc(C)c(C)cc21	-3	-3	30	-6	-0.2	15	-8	-5
Cc1ccc(S(=O)(=O)n2nc(C)c(S(=O)(=O)N3CCCCC3)c2C)cc1	-5	15	-13	-15	4.6	-4	-17	-7
COc1ccccc1Oc1ccc2c(c1)C(=O)N(c1cccc(O)c1)C2=O	0	-4	17	-26	5.2	8	6	-2
Cc1ccc(S(=O)(=O)n2nc(OC(=O)C3CCCCC3)cc2N)cc1	3	5	11	30	-1.5	14	24	-2
C=C(C)C1Cc2c(C)nn(-c3cccc4cccnc34)c2C1 (stereo not given)	-6	15	-1	1	-0.1	-20	48	-1
Cc1csc2c(NCCCN3CCOCC3)ncnc12	-2	14	11	5	-0.6	27	6	-1
Cc1ccc(OCC(=O)Nc2ccc(N3CCCC3)cc2)cc1C	-2	-5	9	-1	-0.7	3	8	-3
O=C(CCc1nc2sc3c(c2c(=O)[nH]1)CCCC3)N1CCN(c2ccccc2)CC1	-4	-2	19	-4	-0.7	18	-16	-4
Cc1cccc(OCC(=O)OC2CCN(C)CC2)c1	-1	-10	8	-2	-2.2	7	8	2
O=C(NCCCCc1ccccc1)C1CC(c2cccc(F)c2)=NO1 (stereo not given)	-6	23	13	16	-0.1	-1	14	2

Entries of single compounds as entered above.
COCCOC(=O)C1=C(C)NC2=C(C(=O)CC(C)(C)C2)C1c1ccc(N(C)C)cc1 (stereo not given) is entered as APJ agonist = 2; Jurkat NFkB inh = 2; Mdm2 MdmX PPI = 1; 697 NFkB inh = 26; CHOP UPR activ = -2.7; APJ antagonist = 5; tim23-1 inh = 6; UPR XBP1 act = -4
CCOc1ccccc1N is entered as APJ agonist = -2; Jurkat NFkB inh = 1; Mdm2 MdmX PPI = 13; 697 NFkB inh = 2; CHOP UPR activ = 1.2; APJ antagonist = -6; tim23-1 inh = -3; UPR XBP1 act = -2

The main list resumes, repeating the four entries before the break.
SMILES	APJ agonist	Jurkat NFkB inh	Mdm2 MdmX PPI	697 NFkB inh	CHOP UPR activ	APJ antagonist	tim23-1 inh	UPR XBP1 act
Cc1ccc(OCC(=O)Nc2ccc(N3CCCC3)cc2)cc1C	-2	-5	9	-1	-0.7	3	8	-3
O=C(CCc1nc2sc3c(c2c(=O)[nH]1)CCCC3)N1CCN(c2ccccc2)CC1	-4	-2	19	-4	-0.7	18	-16	-4
Cc1cccc(OCC(=O)OC2CCN(C)CC2)c1	-1	-10	8	-2	-2.2	7	8	2
O=C(NCCCCc1ccccc1)C1CC(c2cccc(F)c2)=NO1 (stereo not given)	-6	23	13	16	-0.1	-1	14	2
CCc1ccccc1NC(=O)c1ccc(S(=O)(=O)N2CCCC2)cc1	0	9	-1	7	0.6	10	15	-5
C[C@@H]1CC[C@@]2(OC1)O[C@H]1C[C@H]3[C@@H]4CC=C5C[C@@H](O)[C@H](O)C[C@]5(C)C4CC[C@]3(C)[C@H]1[C@@H]2C (stereo not given in full)	0	-16	21	-30	-1.3	-1	10	-2
Cc1ccc(NC(=O)COc2ccccc2C#N)cc1S(=O)(=O)N1CCCCCC1	0	-20	28	12	0.7	1	26	1
COC(=O)c1cc(C(=O)NCCCN2CCOCC2)cc([N+](=O)[O-])c1	-3	3	-6	10	0.8	7	13	-1
COc1ccc(OCCC(=O)OCC(=O)NC2CCCCCCC2)cc1	-1	14	26	4	1.2	7	38	-3
CN1/C(=C\C(=O)COC(=O)c2ccc(O)cc2)C(C)(C)c2ccccc21	-2	-6	27	-18	0.1	-2	33	-4
CC(C)CNC(=O)[C@H](Cc1ccccc1)NC(=O)c1cccs1	-2	-17	-11	-16	1.9	12	5	-5
CC(C)C12CN3CCN(CC(C3)/C1=N\NC(=O)Nc1ccccc1)C2	1	-4	0	-20	-0.7	-5	-14	0
Cc1ncccc1C(=O)N1CCCC(CNC(=O)C2(c3ccc(Cl)cc3)CC2)C1 (stereo not given)	-2	-4	2	-1	-0.2	2	13	0
CCOC(=O)N1CCN(c2ccnc3cc(Cl)ccc23)CC1	2	8	-6	19	-0.5	5	16	9
O=C(O)C1C2C=CC(C2)C1C(=O)NCCCc1ccccc1 (stereo not given)	1	6	-17	1	-1.3	8	0	-2
CC(C)[C@H](NC(=O)OCc1ccccc1)C(=O)OCc1ccccc1	-2	8	19	10	3.3	11	16	-2
CCc1ccc(C(=O)NC(C(=O)NCC2CCCO2)C(C)C)cc1 (stereo not given)	-2	6	19	1	-0.2	1	-2	0
CCOC(=O)/C=C1\SCC(=O)N1CC(=O)Nc1ccc(OC)c(OC)c1	-8	-15	7	-11	-1.0	3	-2	-3
CCC(C)(C)C1CCc2[nH]nc(C(=O)NC(C)C)c2C1 (stereo not given)	8	3	24	-1	-0.7	-22	53*	1
CCOCCCNC(=O)c1cn(CC)c2ccc(S(=O)(=O)N3CCOCC3)cc2c1=O	0	-2	-7	-3	-3.0	3	3	-4
Cc1noc(C)c1CN1C(=O)NC(Cc2ccccc2)(Cc2ccccc2)C1=O	1	-15	-14	-14	0.2	-1	27	0
OCC1(CC2CCCCO2)CCN(Cc2cccc(O)c2)CC1 (stereo not given)	-3	9	14	14	-0.8	4	-5	0
CC1CC(=O)N(CC(=O)Nc2cccc(Cl)c2)c2ccccc2S1(=O)=O (stereo not given)	0	-3	19	-14	0.3	-31	6	0
Cn1cc([N+](=O)[O-])c(C(=O)N2CCCCCC2)n1	6	1	13	16	1.7	6	-7	-2
N#CCCSc1nc(N2CCOCC2)c2c(c1C#N)CCCC2	10	5	-6	-9	-0.9	-11	28	-3
COC(=O)c1c(C)nsc1NC(=O)Oc1ccccc1	-5	-5	-35	16	-0.2	-7	0	0
COc1cc(NC(=O)CN2CCN(C(=O)C3CCCO3)CC2)c(OC)cc1Cl (stereo not given)	10	0	14	-3	4.5	-51	8	-1
COc1ccccc1CNC(=O)[C@@H]1CCCN1C(=O)[C@@H]1Cc2ccccc2CN1C(=O)OC(C)(C)C	-3	-4	2	-4	-1.0	-2	29	-4
c1ccc(Sc2cnc3ccccc3n2)cc1	-4	-35	-1	-48	3.0	-12	6	2

(listing goes on)
SMILES	APJ agonist	Jurkat NFkB inh	Mdm2 MdmX PPI	697 NFkB inh	CHOP UPR activ	APJ antagonist	tim23-1 inh	UPR XBP1 act
O=C(NN=C(Cc1ccccc1)Cc1ccccc1)c1ccccc1O	-3	1	31	9	0.8	-1	40	-2
Cc1cccc(SCc2noc(C(=O)NCC3CCCO3)c2C(=O)O)c1 (stereo not given)	8	2	5	10	-2.3	9	11	0
CC(=O)c1ccc(NC(=S)NC(=O)Cc2ccc(Cl)cc2)cc1	3	6	13	-9	0.5	9	-22	5
O=C(O)c1ccccc1C(=O)O	-3	-8	27	22	2.1	-3	5	-1
CCOC(=O)N/N=C/c1c(F)cccc1F	-2	-11	10	2	3.6	7	12	-1
Cc1ccc(Cn2nnc3c(=O)[nH]c(C4CCCN(C(=O)Nc5ccc(F)cc5)C4)nc32)cc1 (stereo not given)	1	-9	-13	12	-0.1	28	-6	-2
O=C(COC(=O)c1ccc2ncsc2c1)Nc1cc(Cl)ccc1F	9	-1	-7	-27	0.1	20	56*	-1
N#Cc1ccc(CN2CCN(C(=O)c3cc(C4CC4)nn3-c3ccccc3)CC2)cc1	-3	14	-10	10	0.4	-4	22	-1
O=C(O)CC(NCc1ccco1)C(=O)Nc1cccc(O)c1 (stereo not given)	-2	7	3	20	1.7	2	-11	0
CCN(CC(=O)Nc1cc(C)on1)CC(=O)Nc1ccccc1C(F)(F)F	-1	3	-1	6	-1.4	-53	25	0
O=C(NNC(=O)c1cc(OCC(F)(F)F)ccc1OCC(F)(F)F)c1cccc(C(F)(F)F)c1	-1	7	26	-3	2.0	6	29	0
COc1cc(-c2cc(=O)c3c(O)cc(O)cc3o2)ccc1O	-3	-18	34	-26	2.3	-41	-11	5
Cc1ccc(S(=O)(=O)N2CCN(c3ccc([N+](=O)[O-])c(NCCN4CCOCC4)c3)CC2)cc1	-2	20	11	-7	3.0	15	15	1
N#Cc1nc(Cc2ccccc2)oc1N1CCC(C(N)=O)CC1	-2	4	8	1	1.4	13	1	-3
CC(=O)N1CCN(Cc2nc3cc(NC(=O)c4ccccc4Cl)ccc3n2C)CC1	-2	9	9	11	0.1	-6	-8	-1
COc1ccc(-c2cc(C(=O)NCC3CCCO3)c3cc(C)ccc3n2)cc1 (stereo not given)	1	-16	-38	-42	0.7	-15	21	0
COc1ccc2c(c1)CC1c3c(cc4c(c3-2)OCO4)CC[N+]1(C)[O-] (stereo not given)	16	-34	16	-41	1.1	-110	15	-2
COc1ccc(N(Cc2ccccc2)C(=O)c2ccccc2[N+](=O)[O-])cc1	-3	-7	-18	-16	-0.3	18	12	-2
Cc1nn(CC(=O)N2CCCC2)c(=O)c2cc3cc(F)ccc3n12	2	0	31	-1	1.2	23	5	-2
O=C(NCCOCc1ccc(Cl)cc1)c1ncn[nH]1	-2	4	11	-13	1.1	-6	5	0
CCCn1cc(S(=O)(=O)c2ccc(OC)cc2)c(=O)c2cc(OC)ccc21	0	-8	-4	4	1.0	18	-3	-3
COc1ccc(NC(=S)NNC(=O)COc2ccc(Cl)cc2Cl)cc1	-5	1	-34	1	-1.2	8	41	-1
O=c1cc(O)n(-c2ccccc2F)c(=S)[nH]1	-6	10	28	2	-0.4	8	-2	-2
Cc1ccc(C(=O)Nc2cc3ccccc3oc2=O)cc1	-4	79*	89*	1	-8.3	-23	4	-7
